# Bioassay records (PubChem)
# HTR5A inv ctr – HTR5A inverse agonism, opioid heterodimer counter-screen; P47898; HTR5A cell line, luminescence; inhibition, % at 9.3 µM; hit rate 0.083% among 340,000; in the data active = inhibition mostly above about 23%, no sharp cut-off; inactive = mostly below about 18%;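 note: 0% = cells with DMSO and 100% = no-cell wells with DMSO; some compounds called inactive have numbers as strong as hits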
# V-ATPase pH – alters yeast V-ATPase proton transport; S. cerevisiae, pHLuorin cytosolic pH fluorescence; hit rate 0.37% among 350,000; AID 504577; response, % at 10 µM; in the data active = response mostly above about 7.3%, no sharp cut-off; inactive = mostly below about 5.4%; note: actives read high; inactives centre near 0; some compounds called inactive have numbers as strong as hits; reference of the scale not given here
# MOR-DOR ag – OPRM1-OPRD1 heterodimerization agonism | P35372+P41143 | cells, luminescence | activation, % at 9.3 µM | hit rate 0.3% among 340,000; in the data active = activation above about 18%;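 note: 0% = vehicle-treated cells and 100% = reference agonist; values of inactives mirror those of a sister screen read the other way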
# OPRM1-OPRD1 inv – mu-delta opioid heterodimer inverse agonism. P35372+P41143. cell-based MOR-DOR heterodimer luminescence. inhibition, % at 9.3 µM. hit rate 0.21% among 340,000. AID 504357; in the data active = inhibition above about 22%, passing the limit was not always enough;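 note: 0% = cells with DMSO and 100% = wells without cells with DMSO; values of inactives mirror those of a sister screen read the other way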
# HTR5A ag ctr – HTR5A agonism, opioid heterodimer counter-screen; P47898; HTR5A agonist assay, luminescence, cell-based; activation, % at 9.3 µM; hit rate 0.61% among 340,000; AID 504692; in the data active = activation mostly above about 9.5%, no sharp cut-off; inactive = mostly below about 7.6%;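 note: 0% = cells with vehicle only and 100% = reference agonist; strong numbers were not always called active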
# LANA DNA inh – inhibitors of KSHV LANA C-terminal domain DNA binding; inhibition, % at 9 µM; MBP-C-LANA/FAM-LBS DNA binding, fluorescence polarization; AID 504423; hit rate 0.078% among 340,000;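 active = highest replicate inhibition at or above 60% at 9 µM, even if other replicates fall short; inactive = all replicates below 60% inhibition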;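 note: 0% = neutral control wells and 100% = 4 µM acridine orange control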
# Keap1-Nrf2 PPI – Keap1-Nrf2 (human) interaction inhibition; Q14145; inhibition, % at 9.4 µM; hit rate 0.15% among 340,000; Keap1 Kelch-Nrf2 peptide fluorescence polarization, 1536-well; AID 504523; in the data active = inhibition above about 12%;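 note: human Keap1 Kelch domain with fluorescein labeled Nrf2 9mer peptide probe; 0% = neutral control wells and 100% = peptide positive control; higher means more block of Keap1 binding to Nrf2 peptide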
# Target sequence (Q14145 whole entry, looked up, the tested form may be a part): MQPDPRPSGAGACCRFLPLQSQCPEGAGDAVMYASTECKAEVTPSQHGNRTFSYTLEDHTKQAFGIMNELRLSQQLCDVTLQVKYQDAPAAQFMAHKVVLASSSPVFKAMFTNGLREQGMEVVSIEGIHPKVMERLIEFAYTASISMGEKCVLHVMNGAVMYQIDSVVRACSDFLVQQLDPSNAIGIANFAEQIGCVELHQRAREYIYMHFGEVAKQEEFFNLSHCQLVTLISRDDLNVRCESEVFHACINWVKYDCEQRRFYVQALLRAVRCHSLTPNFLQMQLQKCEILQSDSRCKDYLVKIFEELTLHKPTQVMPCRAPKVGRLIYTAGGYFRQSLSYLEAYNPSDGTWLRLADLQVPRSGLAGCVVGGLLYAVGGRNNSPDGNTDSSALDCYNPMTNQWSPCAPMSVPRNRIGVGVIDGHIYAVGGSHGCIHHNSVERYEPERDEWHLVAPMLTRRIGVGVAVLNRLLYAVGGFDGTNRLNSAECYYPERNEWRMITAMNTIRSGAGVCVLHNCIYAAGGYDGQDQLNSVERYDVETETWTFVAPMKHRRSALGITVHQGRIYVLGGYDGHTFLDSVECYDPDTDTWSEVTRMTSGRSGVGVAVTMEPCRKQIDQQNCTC
# RTF Ca sens act – cardiac RTF calcium sensitization; P19429+P45379; IANBD-labeled TnC RTF fluorescence at EC20 calcium; 0% EC20 calcium, 100% full calcium; activation, % at 7.2 µM; hit rate 0.24% among 340,000; AID 493008;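 active = activation above the mean over all tested compounds plus 3 SD, cut at about 30% in these data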;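 note: rise in fluorescence read as greater calcium sensitivity of cardiac thin filaments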
# Cardiac RTF inh – cardiac RTF calcium desensitization; inhibition, % at 7.15 µM; AID 493244; IANBD-labeled cardiac RTF, Ca2+ fluorescence; hit rate 0.12% among 340,000;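 active = inhibition above the mean inhibition of all tested compounds plus 3 SD, cut at about 17% in these data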;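 note: assay run at fixed EC70 calcium of 1.6 mM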
# CAL PDZ FP – blocks peptide binding to the human CAL PDZ domain. Q9HD26. purified CAL PDZ, TMR-peptide fluorescence polarization, 1 h. inhibition, % at 24.9 µM. hit rate 0.92% among 300,000. AID 602252;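 active = mean inhibition of at least 30% with at least half of replicates also reaching 30%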;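 note: 0% = DMSO neutral control and 100% = excess unlabeled competitor peptide PRC23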
# An asterisk follows results filed as active; . = no result given.
SMILES,HTR5A inv ctr,V-ATPase pH,MOR-DOR ag,OPRM1-OPRD1 inv,HTR5A ag ctr,LANA DNA inh,Keap1-Nrf2 PPI,RTF Ca sens act,Cardiac RTF inh,CAL PDZ FP
CSc1ccc(CCNS(=O)(=O)c2csc(C(N)=O)c2)cc1,-10,-2,0.4,-2,1,-0.7,-4,-3,-4,2
O=C(NCC1CCCCC1)c1ccco1,-5,0,-2.1,11,2,-2.2,0,1,-2,0
COc1ccc(-c2c(C)nn3c(N4CCCCCC4)cc(C)nc23)cc1OC,-21,1,2.3,-10,6,0.5,-5,3,-6,0
OCc1ccc(OCCCOc2cccc3cccnc23)cc1,0,-4,-1.0,5,2,-0.1,-6,5,-2,-3
COc1ccc(OC)c(NC(=O)CCN2CCN(CCO)CC2)c1,5,4,-3.8,18,-1,-1.1,-4,-4,3,-2
COC(=O)C1CN(Cc2ccccc2)C(=O)C1=O (configuration not stated),0,-4,-1.1,5,0,-0.6,-1,-4,2,-1
O=C(CCc1nc(-c2ccccc2)c(-c2ccccc2)o1)OCc1ccc(Cl)cc1,-2,1,-3.4,18,1,1.2,1,1,-3,.
Nn1c(SCC(=O)Nc2nccs2)nncc1=O,6,-1,-1.0,5,-4,0.6,4,0,-16,0
Cc1cc(C)n(CC(O)COc2ccccc2Br)n1 (configuration not stated),10,4,-2.4,12,-3,0.2,-1,-2,6,-9
CN(C)C(CNC(=O)CCc1nc2ccccc2s1)c1ccccc1 (configuration not stated),-14,2,33*,-267,5,0.4,2,-7,-20,-3
CC1(C)CC[C@]2(CO)CC[C@]3(C)C(=CCC4[C@@]5(C)CC[C@H](O)[C@@](C)(CO)C5CC[C@]43C)[C@@H]2C1 (some centres not stated),-25,4,-1.0,6,-3,0.9,-3,-1,4,-1
COc1ccc(CNC(=O)CCN2C(=O)c3ccncc3C2=O)cc1OC,0,1,-0.7,4,-2,-3.4,-5,-3,-13,-5
O=c1nc(-c2ccccc2)c2ccccc2[nH]1,-9,7,-2.0,11,3,0.3,2,6,-6,-1
COCCn1c(SCc2c(F)cccc2Cl)nc2c1c(=O)[nH]c(=O)n2C,11,-4,-3.0,15,-4,-0.5,0,-1,-2,-2
COc1ccc(CN(C(=O)c2oc3cc(C)c(C)cc3c2C)C2CCS(=O)(=O)C2)cc1OC (configuration not stated),-25,2,-1.4,7,1,1.1,-1,-8,11,5
CC(=O)c1cc2c(cc1N)OCO2,-18,-4,-4.6,21,-2,-0.4,3,-4,-2,.
COc1cccc(-n2c(=S)sc3c(=O)n(-c4ccccc4C)c(SCC(=O)O)nc32)c1,12,-1,-2.6,12,-3,1.8,0,0,-1,-3
COc1ccc(C=C(C#N)C#N)c(CSc2ccccn2)c1,5,-4,-2.4,11,-1,-1.6,1,-1,6,-3
O=C(CN1CCCC1c1cccs1)Nc1cccc(S(=O)(=O)N2CCCC2)c1 (configuration not stated),-24,-1,0.7,-3,10,1.8,-2,-1,-4,-4
O=C(COc1ccc(S(=O)(=O)NC2CCCCC2)cc1)N1CCN(c2cccc(Cl)c2)CC1,-5,-4,6.5,-34,-1,3.3,-8,-3,-5,-2
COc1ccc(C(=O)Oc2cc(N)n(S(=O)(=O)c3ccccc3)n2)cc1,3,-2,1.0,-7,0,0.2,-2,4,1,1
COc1ccc(OC)c(NC(=O)[C@@]2(CC(=O)O)CC(/C=C/c3ccccc3)=NO2)c1,13,1,-2.3,10,-4,1.4,1,4,-1,-5
O=C(Nc1cccs1)OCCN1CCN(Cc2ccccc2)CCC1=O,-10,-6,-2.6,14,-1,-1.1,-5,1,2,-4
Cc1c(C(=O)OCC(=O)NCc2ccc3c(c2)OCO3)cccc1[N+](=O)[O-],-13,-2,-1.6,8,4,-1.1,0,3,2,-1
O=c1cc(NCc2ccccc2)nc2ccccn12,-6,-1,-2.8,13,0,0.6,-1,4,2,-2
COc1ccccc1NC(=O)C(C)N1C(=O)C2CCCCC2C1=O (configuration not stated),-13,0,-4.2,16,6,0.7,-3,-1,2,-1
COc1ccc(N2CC(=O)N(c3ccccc3)C2=S)cc1,6,2,-3.1,16,-2,-0.7,0,1,-14,-5
COC(=O)C1=C(C)N(CCCC(=O)O)C(=O)NC1c1ccccc1Cl (configuration not stated),-9,-1,-3.0,17,2,0.4,0,-6,-2,-2
S=C(Nc1ccc2nc(-c3ccccn3)c(-c3ccccn3)nc2c1)N1CCCCC1,1,0,4.4,-21,4,7.3,-3,11,-29,-5
O=C(CN1CCN(c2ccccn2)CC1)Nc1ccc(OC(F)(F)F)cc1,-3,2,-2.3,11,1,1.4,1,-11,-4,-6
O=C(CC1CCCCC1)NCc1ccccc1Cl,5,-4,-3.0,15,6,-1.0,-8,3,-9,.
CC(=O)c1ccc(N2CCN(C(=S)Nc3cccc(Cl)c3)CC2)cc1,7,0,1.2,-7,-2,2.3,-4,1,1,-1
Cc1ccc(N(CN2CCCC2=O)C(=O)c2ccc(OC(C)C)cc2)cc1,-8,-1,-2.0,10,3,-0.6,-1,3,-4,.
COc1ccc(N2CCN(C(=O)C3CCCN(S(=O)(=O)c4ccc5c(c4)oc(=O)n5C)C3)CC2)cc1 (configuration not stated),-11,-4,-0.1,0,3,-0.9,-1,-3,-8,1
Cc1cc(C)c2c(-n3cccc3)c(C(=O)NNS(=O)(=O)c3ccc(Br)cc3)sc2n1,-8,-1,-0.3,2,5,-2.3,7,-4,3,-11
CC(C)OCCCNc1ccc(N2C(=O)CCCC2=O)cc1[N+](=O)[O-],17,3,-2.9,13,-5,3.0,0,-5,-2,-3
COc1ccc(CCNc2cc(C)[nH]c(=O)c2)cc1OC,4,1,-2.6,12,-1,0.9,-2,17,-23,-5
O=C1c2ccccc2S(=O)(=O)c2cc(C(=O)N3CCN(c4ccccc4)CC3)ccc21,0,1,-1.6,9,0,2.3,-4,-1,-7,-1
N#CCn1c(Cc2ccccc2)nc2ccccc2c1=O,16,0,-1.3,6,-4,-0.5,-9,0,-9,-3
O=C(NC1CCN(C(=S)NCc2ccco2)CC1)C12CC3CC(CC(C3)C1)C2,17,3,-0.2,1,2,-0.8,-10,0,-26,-4
COc1ccccc1CNC(=O)C1=CCN(S(=O)(=O)c2ccc(C)cc2)CC1,-14,2,-1.3,7,5,-0.5,1,-3,10,0
O=C(c1cnsn1)N1CCN(c2ccccn2)CC1,17,-1,-3.0,16,1,-0.6,3,-2,-3,1
COc1ccc(OC)c(C2CC(=O)Nc3n[nH]c(-c4ccccc4)c32)c1 (configuration not stated),13,4,-0.6,3,-5,-1.0,0,5,-12,-3
CC(=O)NNc1ncnc2c1cnn2-c1ccc(C)c(Cl)c1,3,3,-0.2,1,0,1.5,1,-8,-4,-6
O=C(COc1ccc(Br)cc1)N1CCCCCC1,-5,-2,-0.7,4,-2,-1.7,-3,-5,-10,-6
O=C(COc1ccc(S(=O)(=O)N2CCOCC2)cc1)Nc1ccc2c(c1)OCCO2,-7,-3,-3.5,21,3,-0.5,-1,-3,5,2
CC(C)Cc1nc2oc3c(NCCCN4CCOCC4)ncnc3c2c2c1CCC2,-9,-1,-1.8,10,5,-4.2,-8,9,-18,-12
COc1cc(OC)cc(C(=O)N/N=C\c2ccoc2)c1,2,-7,-2.7,14,-1,-4.3,9,5,-7,5
O=C(COc1ccc(-c2ccccc2)cc1)Nc1cccnc1,-18,0,-0.2,1,7,-0.2,0,-2,-8,-3

# Rows were taken by chance (roughly 2.8% active in at least one column).
